# Assay outcomes as filed in PubChem.
# MEKK2 WT-MEK5 – modulators of MEK5 binding to wildtype MEKK2, primary screen, biochemical, multiplex bead flow cytometry, Alexa488-MEK5; Mitogen-activated protein kinase kinase kinase 2 (Homo sapiens), Q9Y2U5; Alexa488-MEK5 binding to MEKK2 WT; actives lie on both sides; binding response (% of control), % at 10 µM; actives 1.1% (n = 290,000); AID 1531, 2009; in the data active = binding response below about 67% or above about 130%
# SUMO HTRF inh – inhibitors of in vitro SUMOylation cascade, primary screen, biochemical, HTRF, uHTS | SUMO-conjugating enzyme UBC9 (Homo sapiens), P63279 | HTRF SUMOylation assay, SAE1/SAE2 + UBC9 | inhibition, % at 35 µM | actives 0.36% (n = 290,000); in the data active = inhibition above about 50%, passing the limit was not always enough; also: strong numbers were not always called active
# Target sequence (P63279 whole entry, looked up): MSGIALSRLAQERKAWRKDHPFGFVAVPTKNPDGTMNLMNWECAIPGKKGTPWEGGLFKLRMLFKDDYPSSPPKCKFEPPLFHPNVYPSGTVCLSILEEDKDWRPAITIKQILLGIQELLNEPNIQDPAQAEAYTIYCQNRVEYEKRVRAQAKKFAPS
# NALP1 inh – NALP1 inflammasome inhibitors in reconstituted yeast, colorimetric, S. cerevisiae, triplicate retest; S. cerevisiae NALP1/ASC/caspase-1 growth, X-gal OD620, 72 h; inhibition, % at 10 µM; actives 0.61% (n = 280,000); AID 2071, 2009; in the data active = inhibition mostly above about 24%, no sharp cut-off; inactive = mostly below about 32%; also: some compounds called inactive have numbers as strong as hits
# IMP-1 inhibitor – IMP-1 metallo-beta-lactamase inhibitors, primary screen, biochemical, epi-absorbance readout, Pseudomonas aeruginosa enzyme. metallo-beta-lactamase IMP-1 (Pseudomonas aeruginosa). purified IMP-1, nitrocefin hydrolysis, epi-absorbance fluorescence. inhibition, % at 5.6 µM. actives 0.45% (n = 290,000);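 active = inhibition above the mean plus 3 SD of all compounds in the same screening run, cut at about 4.5% in these data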;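 also: 0% = IMP-1 with DMSO and 100% = DMSO wells lacking enzyme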
#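 System: purified IMP-1; amount: IMP-1 0.2 nM before substrate addition; compound: single dose, 5.6 µM; times: 25 °C, 15 min preincubation, 25 min reaction; signal: Epi-absorbance via hydrolysed-nitrocefin quenching of white-plate fluorescence, 480/530 nm, EDTA stop; benchmarks: DMSO with and without IMP-1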
# M18AAP inhibitor – PfM18AAP inhibitors, malaria aminopeptidase, primary screen, biochemical, QFRET, recombinant enzyme. H-Glu-NHMec fluorogenic cleavage. inhibition, % at 7.35 µM. actives 1.2% (n = 290,000). AID 1822, 2009;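 active = inhibition above the campaign mean inhibition over all tested compounds plus 3 SD, cut at about 28% in these data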;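 also: 0% = plate median of test compound wells and 100% = 2 mM ZnCl2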
# FID counter – compounds displacing fluorescent DNA intercalator, primary screen, artefact control for HCV NS3 helicase inhibitor project, biochemical, FID fluorescence; DNA fluorescent intercalator displacement; inhibition, % at 7.9 µM; actives 0.17% (n = 290,000); in the data active = inhibition above about 37%;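 also: 0% = vehicle and 100% = reference compound; higher means more ethidium bromide displaced from hairpin DNA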
# HCV NS3 hel inh – inhibitors of HCV NS3 helicase, primary screen, biochemical, Cy5 molecular beacon fluorescence | NS3 helicase DNA unwinding | inhibition, % at 10.9 µM | actives 0.56% (n = 290,000);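 active = inhibition above the mean of all tested compounds plus 3 SD, set per campaign, cut at about 35% in these data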;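 also: 0% = DMSO wells and 100% = thioflavine S control wells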
#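 Assay system – hepatitis C virus NS3 helicase domain fragment enzyme · Buffer or medium – MOPS pH 6.5, MgCl2, DTT, Tween20, BSA · Reagent – Cy5/quencher beacon DNA duplex and ATP to start · Compound – single 10.9 µM dose · Timing – 1 h at 25 °C · Technique – Cy5 beacon fluorescence read at start and 1 h · Measure – % inhibition of unwinding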
# VIM-2 inh – VIM-2 metallo-beta-lactamase inhibitors, primary screen, biochemical, epi-absorbance readout, Pseudomonas aeruginosa enzyme. AID 1527, 2009. purified VIM-2, nitrocefin hydrolysis, epi-absorbance fluorescence. inhibition, % at 5.6 µM. actives 0.89% (n = 290,000);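 active = inhibition above the mean of all tested compounds plus 3 SD, cutoff set per screening run, cut at about 7.5% in these data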;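 also: red hydrolysis product quenches plate fluorescence so inhibitors raise well fluorescence; 0% = enzyme with DMSO and 100% = DMSO without enzyme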
# MEKK2mut PB1 HTS – MEK5 binding signal on mutant MEKK2 PB1, primary screen, biochemical, multiplex bead flow cytometry, Alexa488-MEK5; AID 1530, 2009; percent response, % at 10 µM; actives 0.35% (n = 290,000); Alexa488-MEK5 binding to MEKK2 mutant; in the data active = percent response above about 24%, passing the limit was not always enough; also: inactives centre near 1; some results filed as inactive read as strong as hits
# * marks the source's active call; other numbers are inactive results; nt = not tested or not shown; & = joins results of further samples; [ ] = another dose, or the depositor's remark.
SMILES,MEKK2 WT-MEK5,SUMO HTRF inh,NALP1 inh,IMP-1 inhibitor,M18AAP inhibitor,FID counter,HCV NS3 hel inh,VIM-2 inh,MEKK2mut PB1 HTS
Cc1ccc(S(=O)(=O)N(C)C)cc1NC(=O)COC(=O)Cc1ccc(Br)cc1,102,-6,-6,-4.4,2,-16,1,-2.0,-4
Cc1ccc(C(=O)NC(=S)NNC(=O)c2ccccc2)cc1,107,-4,-2,1.5,-8,-19,3,-1.6,2
CC(C)c1ccc(S(=O)(=O)N2CCN(C(=O)c3cc([N+](=O)[O-])ccc3N3CCOCC3)CC2)cc1,99,7,8,-3.0,6,-15,-6,-0.6,2
CCOc1ccc(C(=O)NCC(=O)OCc2cc([N+](=O)[O-])cc3c2OCOC3)cc1OCC,100,24,8,-2.3,-1,7,6,-2.2,-2
Cc1nn(-c2ccccc2)c(N2CCCC2)c1/C=N/O,110,-4,26,-4.3,-1,-11,1,-3.3,8
O=C(Nc1ccc2ncccc2c1)Nc1ccc2ncccc2c1,111,30,18,-1.9,-3,-8,-8,-1.6,6
COc1ccc(OC)c(CNC(=O)COc2cc(=O)n(C)c3ccccc23)c1,96,nt,nt,-2.0,4,-27,1,0.4,-6
Cc1cccc(N(CC(=O)NCc2ccc3c(c2)OCO3)C(=O)CCC(=O)Nc2ccccn2)c1C,93,20,-3,-3.3,-8,-14,4,-2.8,-5
CCc1ccc2[nH]c(=O)c(CN(Cc3ccco3)S(=O)(=O)c3ccc4c(c3)OCCO4)cc2c1,99,-5,1,-1.4,-11,-1,0,-1.0,1
O=C(NCCc1ccc(Cl)cc1)C1CCN(S(=O)(=O)c2cccc3nonc23)CC1,105,22,8,-4.6,0,-2,-2,-3.6,12
CCOC(=O)c1nc(C)sc1-c1ccnn1S(=O)(=O)c1ccc(C)cc1,97,6,47,-1.7,-4,-32,-18,0.1,-9
Cc1ccc(NS(=O)(=O)c2cc(OCC(N)=O)c(C)cc2Cl)cc1,102,4,22,-1.2,-17,3,-8,1.1,-2
Cc1ccc(C(=O)N2CCN(c3ccc(NC(=O)c4cccs4)cc3)CC2)cc1,101,-2,23,-1.1,-2,-26,-18,-0.7,4
c1cc(-c2noc(-c3ccc4c(c3)OCO4)n2)ccn1,nt,nt,nt,-3.2,-3,-2,0,-2.9,nt
COc1cc(NC2c3ccccc3C(=O)N2Cc2ccc3c(c2)OCO3)cc(OC)c1 (centres undefined),97,-7,nt,-2.8,5,-31,-3,-0.5,2
CCOC(=O)c1cnc(SCC(=O)c2ccc(Cl)cc2)nc1N,103,5,-13,-2.0,-10,-10,-2,-1.8,6
O=C(c1ccc2c(c1)OCO2)C1CCCN(Cc2cn[nH]c2-c2cccc(F)c2)C1 (centres undefined),102,-12,-9,-1.4,2,20,-13,-2.8,-7
O=S(=O)(NCCN1CCOCC1)c1ccc(F)c(Cl)c1,105,-16,19,-1.4,-3,-1,-2,1.4,1
CC1(C)CC(NC(=O)c2cccc(F)c2)CC(C)(C)N1,102,-9,-8,0.3,-5,-1,3,-0.2,0
CC1(C)Cc2ccccc2-c2nc(NCCCO)[nH]c(=O)c21,85,34,-6,-2.5,1,-16,-6,-0.7,-14
CC(C)(C)n1ncc2c(=O)n(CC(=O)N3CCCc4ccccc43)cnc21,108,26,11,-0.6,-1,-18,-3,-1.6,18
c1cncc(C(c2nnnn2C2CCCCC2)N2CCN3CCCC3C2)c1 (centres undefined),103,-4,-4,-3.1,0,1,-5,-1.4,0
Cc1ccc(NC(=O)COC(=O)/C=C/c2cccs2)cc1,104,-2,21,-3.0,2,-7,-4,-5.6,-1
CCN(CC)C(=O)c1ccc(-c2cccs2)s1,100,0,13,-3.4,2,-12,0,-0.4,-1
O=C(c1cc(COc2ccc(F)cc2F)on1)N1CCCC(c2ccccc2)C1 (centres undefined),97,-20,4,-2.9,-4,-3,0,-4.0,5
Cc1cccc(N(C(=O)CNC(=O)c2ccco2)C(C(=O)NC2CCCC2)c2cccnc2)c1 (centres undefined),100,24,-19,-4.4,-7,-18,2,-0.7,-3
CCOC(=O)c1cc(C#N)c(Oc2ccccc2OC)nc1-c1ccccc1,100,10,3,-1.6,-14,-18,-7,-4.9,4
O=C(COc1ccc([N+](=O)[O-])cc1)Nn1cnnc1,91,5,4,1.3,41*,4,-4,-0.5,-50
O=C(Nc1ccc2nsnc2c1)NC1CCCCC1,nt,18,1,-1.7,9,-1,-3,1.9,nt
C[C@H](NC(=O)c1nc[nH]c1C(=O)NC1CCN(C(=O)OC(C)(C)C)CC1)C(=O)OCc1ccccc1,102,-9,0,-2.3,2,-44,-6,-2.1,4
CC1CCN(c2nc(Cl)nc(Nc3ccc([N+](=O)[O-])cc3)n2)CC1,96,-6,24,-2.2,-3,4,0,-0.8,-2
O=c1n(Cc2ccccc2Cl)nc2n1-c1ccccc1SC2,89,6,15,-1.7,1,-13,-10,-1.6,-6
COc1ccc(S(=O)(=O)N(Cc2cccnc2)Cc2cc3ccccc3[nH]c2=O)cc1,114,11,-5,1.2,-2,-32,-7,-1.8,14
Cc1ccc(-c2csc(N3CCC(NS(=O)(=O)c4ccc5c(c4)OCCO5)CC3)n2)cc1,116,-32,7,-2.3,9,-11,-13,-3.7,9
O=C(CN1C(=O)NC2(CCCCCC2)C1=O)N1CCC(Cc2ccccc2)CC1,3.0*[inhibitor],0,4,-2.5,-4,-33,-16,-0.6,-1
CCOc1cc(/C=N/NC(=O)C(=O)N/N=C/c2ccc(O)c(OCC)c2)ccc1O,98,3,22,-2.1,14,-6,0,-2.2,-1
Cc1cc([N+](=O)[O-])nn1CC(=O)Nc1cnc2ccccc2c1,96,6,-6,-0.9,6,4,-7,-2.9,-4
N#Cc1ccsc1NC(=O)CN1CCN(c2ccccc2O)CC1,100,1,31,-3.0,7,-8,3,-4.8,2
CCOc1nc(NCCN2CCOCC2)nc(Nc2ccc(C)cc2)n1,108,13,19,-1.8,3,-4,-16,1.0,3
O=C1C2CCCN2C(c2ccccc2)N1c1nccs1 (centres undefined),89,17,12,-3.8,7,-2,6,-4.7,-10
CC(C)CCNC(=O)C1CC(=O)N(C2CCCC2)C1 (centres undefined),103,-10,-3,-2.2,10,-3,-10,0.1,0
CC(=O)NS(=O)(=O)c1ccc(NC(=O)CC(C)c2ccccc2)cc1 (centres undefined),101,8,6,-3.2,5,-2,5,-1.2,2
O=C(Oc1ccc2[nH]cc(CCN3C(=O)c4ccccc4C3=O)c2c1)c1ccco1,101,20,28,-2.1,-1,-14,-11,0.3,1
OCCNCCOc1ccccc1F,114,-8,27,-2.1,0,4,-2,-0.2,10
O=C(NCCCN1CCCC1)c1ccc(CS(=O)(=O)c2ccc(Cl)cc2)o1,107,7,22,-1.6,-4,1,-7,-0.8,3
O=C(c1ccc(F)cc1)c1cnc(Nc2ccccc2)s1,98,24,11,0.1,1,-2,-6,-0.7,-1
S=c1nc(Cc2ccc(Cl)cc2)[nH]c2ccccc12,101,2,4,-1.4,6,-4,-2,-1.3,-1
COc1ccc(-c2[nH]ncc2CN2CCC(C(=O)c3ccc(F)cc3)CC2)cc1,109,32,10,-0.7,-14,7,-10,1.5,4
Cc1ccc(NC(=O)CNC(=O)c2ccccc2F)cc1Cl,107,-7,29,-2.3,-3,0,-8,-1.4,5
N#C/C(=C(/O)c1cccc(F)c1)c1nc2ccccc2s1,83,9,nt,-1.1,-3,-5,4,0.1,-8
CCn1c(SCC(=O)NCc2ccco2)nnc1-c1ccncc1,99,-2,-36,-2.6,5,-9,3,-1.9,3
Cc1cc2c(cc1S(=O)(=O)N(C)Cc1ccccc1)n(C)c(=O)c(=O)n2C,100,10,19,-3.4,9,-27,1,0.8,1
CCNC(=S)N1CCc2cc(OC)c(OC)cc2C1COc1ccccc1OC (centres undefined),104,15,-2,-2.4,-2,-26,-7,-2.4,1
O=C(C[n+]1cc(Br)cc2ccccc21)c1ccc(F)cc1,76,-12,-6,-1.9,2,2,-16,-2.1,-10
C=CCNC(=O)c1c(CSc2ccccc2)noc1C(=O)NCc1ccccc1,80,5,8,nt,nt,nt,nt,nt,3
CN(C)c1ccc(CN(C(=O)c2ccccc2Br)C2CCS(=O)(=O)C2)cc1 (centres undefined),102,3,9,-1.4,9,-38,2,-4.1,1
c1cncc(-c2nc3ccccc3[nH]2)c1,95,33&16,-1,-2.6&-0.8,-2&0,-9&4,-23&-4,-1.2&3.4,-16
Cc1cc(NC(=O)C2CC2)ncc1NC(=O)C12CC3CC(CC(C3)C1)C2,105,16,14,-3.9,4,-21,-3,-4.1,4
CCCCN(Cc1cc2ccccc2[nH]c1=O)S(C)(=O)=O,96,-2,26,-0.3,6,-5,12,0.0,-5
CC(=O)c1cc(CN2CCC(n3nccc3NC(=O)c3ccccc3C)CC2)cs1,111,-4,29,-2.4,4,-5,-2,-2.3,8

# New compounds follow:
SMILES,MEKK2 WT-MEK5,SUMO HTRF inh,NALP1 inh,IMP-1 inhibitor,M18AAP inhibitor,FID counter,HCV NS3 hel inh,VIM-2 inh,MEKK2mut PB1 HTS
C=CCOn1c(C)c(C(C)=O)c2c3no[n+]([O-])c3ccc21,99,10,0,-6.4,-2,3,4,0.5,1
CCCCCCOC(=O)CCc1c(C)nc(N)[nH]c1=O,98,13,-1,-4.1,-6,-5,-5,-2.2,7
CCOC(=O)CNC(=O)CSc1nc2cccnc2n1Cc1ccccc1,99,11,20,-2.5,-13,-15,3,-3.9,-2
O=C(NCc1ccco1)/C(=C/c1ccco1)NC(=O)c1ccc(Br)o1,103,29,24,-2.2,-1,-5,11,-3.0,-2
CCOc1ccc(C(=O)NCC(=O)NCCCn2nc(C)cc2C)cc1OCC,101,4,6,-2.4,0,-28,5,-0.6,3
COc1ccccc1CNC(=O)COc1ccc(C)cc1,109,5,5,-2.0,-2,-17,-3,-2.1,10
COc1ccc(Cl)cc1C(=O)NNC(=S)NC(=O)/C=C/c1ccco1,86,16,14,-2.0,1,-3,-4,-6.1,-4

# 3 entries out of the list, ordered by number of heavy atoms, lowest first.
SMILES,MEKK2 WT-MEK5,SUMO HTRF inh,NALP1 inh,IMP-1 inhibitor,M18AAP inhibitor,FID counter,HCV NS3 hel inh,VIM-2 inh,MEKK2mut PB1 HTS
O=S(=O)(NCCN1CCOCC1)c1ccc(F)c(Cl)c1,105,-16,19,-1.4,-3,-1,-2,1.4,1
COc1cc(NC2c3ccccc3C(=O)N2Cc2ccc3c(c2)OCO3)cc(OC)c1 (centres undefined),97,-7,nt,-2.8,5,-31,-3,-0.5,2
Cc1ccc(-c2csc(N3CCC(NS(=O)(=O)c4ccc5c(c4)OCCO5)CC3)n2)cc1,116,-32,7,-2.3,9,-11,-13,-3.7,9
